Source: PubChem BioAssay (several laboratories)
RSV CPE inhibition: RSV antiviral activity via CPE protection, HEp-2 cells, primary 10 µM value included (AID 2391). 310,000 compounds, 0.13% hits. CPE inhibition, % at 10 µM, or IC50 in µM where a hit was titrated. HEp-2 cells, RSV-induced CPE inhibition; higher % means a stronger effect; in the data active means a potency from the dose series; inconclusive means CPE inhibition mostly from about 23% at the one dose, without a potency; inactive means the rest, 99 in 100 with CPE inhibition below about 21%; further: strong numbers were not always called active
PMI inhibition: human PMI inhibitors, high substrate, primary screen, biochemical, fluorescence intensity, high mannose 6-phosphate (AID 1220); Mannose-6-phosphate isomerase (Homo sapiens); recombinant PMI enzyme, coupled fluorescence intensity; higher % means a stronger effect; inhibition, % at 20 µM; hits with a dose series show IC50 in µM; 190,000 compounds, 0.66% hits
T cell HTS: modulators of CD8 T cell-vesicle binding, primary screen, mouse 2C CD8+ T cells, flow cytometry. 2C CD8+ T cell-vesicle binding; hits give low values. calls only at 7 µM. 330,000 compounds, 0.068% hits. AID 2052, 2009;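 active means response, share of CD8 T cells binding vesicles, and their 90th percentile fluorescence all below set limits, cut at about 80% in these data, passing the limit was not always enough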
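Also added: QL9-peptide-loaded Drosophila micro-vesicles bearing Ld, ICAM-1 and B7-1; Test system: purified 2C TCR transgenic mouse naive CD8+ T cells; Measured by: cytometric PE anti-B7-1 and Alexa647 anti-CD8 signals after 1% paraformaldehyde fixation; Timing: binding step 1.5 h, 37 °C, antibody labelling 20 min, ice.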
TNAP activators: human TNAP enzyme activators, primary screen, biochemical, luminescent, no phosphate acceptor, uHTS (AID 1001). Alkaline phosphatase, tissue-nonspecific isozyme (Homo sapiens). 200,000 compounds, 0.03% hits. purified TNAP, luminescent activation assay, no phosphate acceptor; higher activation fold means a stronger effect. activation fold at 20 µM, or EC50 in µM where a hit was titrated; in the data active means activation fold from about 3, or a potency from the dose series; inactive means the rest, 99 in 100 with activation fold below about 1.6; further: many of its hits are not listed in these tables
M1AAP inhibition: P. falciparum M1AAP inhibitors, biochemical, fluorogenic H-Leu-NHMec substrate, 1536-well (AID 1445); Aminopeptidase N (Plasmodium falciparum (isolate 3D7)); recombinant M1AAP, H-Leu-NHMec fluorogenic kinetic assay; higher % means a stronger effect; inhibition, % at 30 µM; hits with a dose series show IC50 in µM; 220,000 compounds, 0.42% hits;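 active means primary inhibition above the hit cutoff, then over 50% inhibition at one or more dose response concentrations, cut at about 23% in these data, passing the limit was not always enough; inconclusive means conflicting primary data, or primary hits not chosen for dose response; inactive means low primary inhibition, or under 50% at every dose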;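 further: plate controls were DMSO full reaction for no effect and no enzyme background for full effect; strong numbers were not always called active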
West Nile antiviral: West Nile virus antiviral activity, cell-based, CPE readout (AID 1621) | West Nile virus-infected cells, CPE inhibition; higher % means a stronger effect | CPE inhibition, % at 10 µM, or IC50 in µM where a hit was titrated | 290,000 compounds, 0.02% hits; in the data active means a potency from the dose series; inconclusive means CPE inhibition mostly from about 3.7% at the one dose, without a potency; inactive means the rest, 99 in 100 with CPE inhibition below about 2.2%; further: strong numbers were not always called active
M17LAP inhibition: P. falciparum M17LAP inhibitors, primary screen, biochemical, fluorogenic H-Leu-NHMec substrate, 1536-well (AID 1619); 220,000 compounds, 0.38% hits; inhibition, % at 30 µM, or IC50 in µM where a hit was titrated; recombinant M17LAP, H-Leu-NHMec fluorogenic kinetic assay; higher % means a stronger effect;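 active means compound inhibiting the enzyme by more than half at any dose during confirmatory dose-response retesting; inconclusive means strong single-dose inhibitors picked by rank but not retested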;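 further: plate controls were full reaction with DMSO carrier for no effect and no enzyme background for full effect; strong numbers were not always called active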
human PMI inhibition: inhibitors of human PMI, primary screen, biochemical, fluorescence intensity, coupled assay (AID 1209); purified PMI enzyme, coupled fluorescence intensity; higher % means a stronger effect; inhibition, % at 20 µM; hits with a dose series show IC50 in µM; Mannose-6-phosphate isomerase (Homo sapiens); 190,000 compounds, 0.42% hits;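 further: plate controls were DMSO vehicle for no effect and wells lacking substrate for full effect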
K1F lysis inhibition: inhibition of K1F phage lysis, E. coli UTI89, bacterial capsule biogenesis inhibitors, alamar blue (AID 488966) | E. coli UTI89 K1F phage lysis, alamar blue, 2 h; higher % means a stronger effect | inhibition, % at 100 µM, or IC50 in µM where a hit was titrated | 340,000 compounds, 0.02% hits;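 active means phage lysis inhibition, versus mean bacterial control, above a set limit; inconclusive means no clear call, values can overlap the other calls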;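 further: capsule biogenesis inhibitors block K1F phage lysis so surviving cells raise fluorescence; higher fluorescence means more inhibition of phage lysis; actives were called in the ten point dose series up to 300 µM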
T cell HTS vesicle-bound %: also measured in T cell HTS; calls as there; double positive events, %; measured here: CD8+ vesicle-bound cell fraction;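 binding gate set so that unloaded-vesicle control wells show 10% double positive cells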
* = called active by the depositor. Unless noted, no stated cut-off is given here; in the data, active means inhibition above about 50%; inactive means the rest.

`FC(F)(F)c1cc(Oc2ccccc2Cl)nc(-c2ccccn2)n1` gave RSV CPE inhibition 4.1%, PMI inhibition 6%, T cell HTS inactive, TNAP activators 1, M1AAP inhibition 1%, West Nile antiviral -0.7%, M17LAP inhibition 12%, human PMI inhibition 3%, K1F lysis inhibition -0.1% and T cell HTS vesicle-bound % 39.
For CSc1ccc(S(=O)(=O)NCc2ccccc2)cc1 the results were RSV CPE inhibition 1.6%, PMI inhibition 4%, T cell HTS inactive, TNAP activators 1, M1AAP inhibition -11%, West Nile antiviral -1.1%, M17LAP inhibition 6%, human PMI inhibition 6%, K1F lysis inhibition inactive and T cell HTS vesicle-bound % 35.
Screening CCc1cc(-c2[nH]ncc2-c2nc3ccccc3n2C)c(O)cc1O returned RSV CPE inhibition 8.8%, T cell HTS inactive, M1AAP inhibition -5%, West Nile antiviral -0.3%, M17LAP inhibition -15%, K1F lysis inhibition 0.1% and T cell HTS vesicle-bound % 21.
Screening Cc1cc(C)nc(NCC(O)CNc2ccccc2Cl)n1 (stereo not drawn) returned RSV CPE inhibition 13%, PMI inhibition -23%, T cell HTS inactive, TNAP activators 1, M1AAP inhibition 3%, West Nile antiviral -0.7%, M17LAP inhibition -4%, human PMI inhibition -19%, K1F lysis inhibition 0.0% and T cell HTS vesicle-bound % 43.
CCOc1ccc(C(=O)Nc2cc(-c3nc4ccccc4[nH]3)ccc2C)cc1[N+](=O)[O-] was read as RSV CPE inhibition 12%, PMI inhibition 2%, T cell HTS inactive, TNAP activators 1, M1AAP inhibition 14%, West Nile antiviral 0.3%, M17LAP inhibition 4%, human PMI inhibition 9%, K1F lysis inhibition 1.1% and T cell HTS vesicle-bound % 1.
For COc1ccc(C(C(=O)NCC2CCCO2)N(C(=O)Cn2nnc3ccccc32)c2ccc(NC(C)=O)cc2)cc1 (stereo not drawn) the results were RSV CPE inhibition 0.9%, T cell HTS inactive, West Nile antiviral 0.8%, K1F lysis inhibition -0.1% and T cell HTS vesicle-bound % 35.
`NS(=O)(=O)c1ccc(CCNC(=O)CSc2nc3ccccc3c(=O)n2CCN2CCOCC2)cc1` gave RSV CPE inhibition -0.4%, PMI inhibition 9%, T cell HTS inactive, TNAP activators 1, M1AAP inhibition -2%, West Nile antiviral 0.3%, M17LAP inhibition 7%, human PMI inhibition 8%, K1F lysis inhibition 0.0% and T cell HTS vesicle-bound % 54.
For Cc1cccc(-n2ccc(=O)c(C(=O)Nc3ccc(S(=O)(=O)Nc4nccs4)cc3)n2)c1 the results were RSV CPE inhibition 1.5%, T cell HTS inactive, West Nile antiviral -0.2%, K1F lysis inhibition -0.1% and T cell HTS vesicle-bound % 9.
`CC(=O)NC(Cc1ccccc1F)C(=O)NC1CCN(c2ncccc2[N+](=O)[O-])CC1` (stereo not drawn) gave RSV CPE inhibition -1.6%, PMI inhibition 19%, T cell HTS inactive, TNAP activators 0.9, M1AAP inhibition 1%, West Nile antiviral -0.4%, M17LAP inhibition -12%, human PMI inhibition 17%, K1F lysis inhibition -0.9% and T cell HTS vesicle-bound % 17.
COC(=O)C1C(=O)CC(C)(O)C(C(=O)OC)C1c1ccc2c(c1)OCO2 (stereo not drawn) was read as RSV CPE inhibition -1.7%, PMI inhibition 0%, T cell HTS inactive, TNAP activators 1.1, M1AAP inhibition 3%, West Nile antiviral 0.1%, M17LAP inhibition -8%, human PMI inhibition 0%, K1F lysis inhibition -0.3% and T cell HTS vesicle-bound % 45.
C=CCn1c(COc2cccc(C)c2)nnc1SCC(=O)c1c[nH]c2c(CC)cccc12 was read as RSV CPE inhibition 0.7%, PMI inhibition 0%, T cell HTS inactive, TNAP activators 1.1, M1AAP inhibition 5%, West Nile antiviral -0.4%, M17LAP inhibition -1%, human PMI inhibition 7%, K1F lysis inhibition 1.7% and T cell HTS vesicle-bound % 47.
For Cc1ccnc(NCc2ccc(Br)cc2)c1 the results were RSV CPE inhibition -0.3%, T cell HTS inactive, West Nile antiviral -0.2%, K1F lysis inhibition -0.2% and T cell HTS vesicle-bound % 49.
Screening Cc1cccc(/C(N)=N/OC(=O)c2ccc(F)cc2)c1 returned RSV CPE inhibition -0.6%, PMI inhibition -7%, T cell HTS inactive, TNAP activators 1, M1AAP inhibition 8%, West Nile antiviral -0.3%, M17LAP inhibition 33%, human PMI inhibition -4%, K1F lysis inhibition 2.9% and T cell HTS vesicle-bound % 47.
CCOC(=O)c1nn(-c2ccccc2)c2nc(-c3ccc(OC)cc3)c(C#N)c(=O)n12 was read as RSV CPE inhibition 1.4%, PMI inhibition -2%, T cell HTS inactive, TNAP activators 1, M1AAP inhibition 6%, West Nile antiviral 12%, M17LAP inhibition 18%, human PMI inhibition 2%, K1F lysis inhibition 0.0% and T cell HTS vesicle-bound % 38.
CCOc1cc(/C=C2\C(=N)N3N=C(N4CCCCC4)SC3=NC2=O)ccc1OC(=O)c1ccco1 was read as RSV CPE inhibition 3.4%, T cell HTS inactive, West Nile antiviral -0.4%, K1F lysis inhibition inactive and T cell HTS vesicle-bound % 50.
`COc1ccccc1CN1C[C@@H]2C[C@@H](c3ccc(Cl)cc3)N3CCC[C@@]23C1=O` gave RSV CPE inhibition 14%, PMI inhibition 19%, T cell HTS inactive, TNAP activators 1, West Nile antiviral -1.3%, human PMI inhibition 21%, K1F lysis inhibition -1.9% and T cell HTS vesicle-bound % 47.
For CC1=CC(C)(C)N(C(=O)CNC2CCCC2)c2cc(C)ccc21 the results were RSV CPE inhibition -1.8%, PMI inhibition -29%, T cell HTS inactive, TNAP activators 1.1, M1AAP inhibition -4%, West Nile antiviral -0.5%, M17LAP inhibition -5%, human PMI inhibition -21%, K1F lysis inhibition -0.1% and T cell HTS vesicle-bound % 32.
Screening O=C(O)c1ccc(CN(c2ccccn2)S(=O)(=O)c2ccccc2)cc1 returned RSV CPE inhibition 0.2%, PMI inhibition 6%, T cell HTS inactive, TNAP activators 1.2, M1AAP inhibition 0%, West Nile antiviral -0.2%, M17LAP inhibition -5%, human PMI inhibition 3%, K1F lysis inhibition 0.1% and T cell HTS vesicle-bound % 18.
For C=CCn1c(SCC(=O)Nc2cc(C)on2)nc2sc3c(c2c1=O)CCCC3 the results were RSV CPE inhibition 3.1%, PMI inhibition -7%, T cell HTS inactive, TNAP activators 1.1, M1AAP inhibition -10%, M17LAP inhibition 6%, human PMI inhibition -4%, K1F lysis inhibition -1.0% and T cell HTS vesicle-bound % 41.
O=C(NC1CCOc2ccccc21)c1ccccn1 (stereo not drawn) was read as RSV CPE inhibition 1.6%, T cell HTS inactive, West Nile antiviral -0.9%, K1F lysis inhibition 0.0% and T cell HTS vesicle-bound % 11.
COc1cc(C(=O)N2CCN(C(=O)CC(C)C)CC2)cc(OC)c1OC was read as RSV CPE inhibition 3.8%, PMI inhibition 7%, T cell HTS inactive, TNAP activators 1.2, M1AAP inhibition -3%, West Nile antiviral -0.2%, M17LAP inhibition -9%, human PMI inhibition 9%, K1F lysis inhibition 8.3% and T cell HTS vesicle-bound % 20.
For COc1ccc(C2C/C(=N\O)C(C)(C)O2)cc1 (stereo not drawn) the results were RSV CPE inhibition 1.1%, PMI inhibition -10%, T cell HTS inactive, TNAP activators 1.1, M1AAP inhibition -4%, West Nile antiviral -0.3%, M17LAP inhibition 12%, human PMI inhibition -15%, K1F lysis inhibition 0.2% and T cell HTS vesicle-bound % 47.
`Cc1ccc(SCC(=O)NCCN2C(=O)CSC2=O)c(C)c1` gave RSV CPE inhibition 0.5%, PMI inhibition 1%, T cell HTS inactive, TNAP activators 1.1, M1AAP inhibition 5%, West Nile antiviral 0.9%, M17LAP inhibition 8%, human PMI inhibition 6%, K1F lysis inhibition 1.5% and T cell HTS vesicle-bound % 16.
`Cc1cc(-c2nnc(SCC(=O)Nc3c(C)cccc3C)n2N)n[nH]1` gave RSV CPE inhibition -0.5%, T cell HTS inactive, West Nile antiviral 0.1%, K1F lysis inhibition 0.2% and T cell HTS vesicle-bound % 25.

Random excerpt: 2 compounds from above.
For CC1=CC(C)(C)N(C(=O)CNC2CCCC2)c2cc(C)ccc21 the results were RSV CPE inhibition -1.8%, PMI inhibition -29%, T cell HTS inactive, TNAP activators 1.1, M1AAP inhibition -4%, West Nile antiviral -0.5%, M17LAP inhibition -5%, human PMI inhibition -21%, K1F lysis inhibition -0.1% and T cell HTS vesicle-bound % 32.
CCOc1cc(/C=C2\C(=N)N3N=C(N4CCCCC4)SC3=NC2=O)ccc1OC(=O)c1ccco1 was read as RSV CPE inhibition 3.4%, T cell HTS inactive, West Nile antiviral -0.4%, K1F lysis inhibition inactive and T cell HTS vesicle-bound % 50.

The results go on:
Screening O=S(=O)(Nc1nnc(C2CC2)s1)c1ccccc1 returned RSV CPE inhibition 3.6%, T cell HTS inactive, West Nile antiviral 1.0%, K1F lysis inhibition -0.3% and T cell HTS vesicle-bound % 65.
Screening O=C(Nc1ncc(Cc2ccc(SC(F)F)cc2)s1)c1ccc(OC(F)F)cc1 returned RSV CPE inhibition 3.5%, PMI inhibition 4%, T cell HTS inactive, TNAP activators 1.1, M1AAP inhibition 5%, West Nile antiviral inconclusive, M17LAP inhibition -7%, human PMI inhibition -6%, K1F lysis inhibition 2.5% and T cell HTS vesicle-bound % 37.
COc1ccc2[nH]c(=O)c(COC(=O)c3ccco3)cc2c1 was read as RSV CPE inhibition inconclusive, PMI inhibition 11%, T cell HTS inactive, TNAP activators 1.2, M1AAP inhibition 16%, M17LAP inhibition -11%, human PMI inhibition 13%, K1F lysis inhibition 1.5% and T cell HTS vesicle-bound % 16.
C=CCOC(=O)Nc1c(C(=O)OC)[nH]c2ccc(Cl)cc12 was read as RSV CPE inhibition 1.4%, PMI inhibition -6%, T cell HTS inactive, TNAP activators 0.9, M1AAP inhibition -2%, West Nile antiviral 0.0%, M17LAP inhibition 1%, human PMI inhibition -7%, K1F lysis inhibition 0.5% and T cell HTS vesicle-bound % 58.
